# Screens: PubChem BioAssay, several laboratories
# SMARCA2 act: activators of SMARCA2 function | MG213 cells, MMTV-luciferase reporter, dexamethasone, overnight | actives 1% (n = 370,000) | activation, % at 9.1 µM; in the data active means activation above about 7.8%;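 further: 0% = vehicle wells and 100% = reference activator wells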
# hcDAF-12 act: activates DAF-12 receptor from parasite H. contortus. HEK293 hcDAF-12 lit1-tk-luc reporter, luminescence; 0% DMSO, 100% Δ7-dafachronic acid. activation, % at 6.8 µM. actives 1.4% (n = 370,000). AID 652067;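 active means activation above the mean of all tested compounds plus 3 SD, cut at about 5.5% in these data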;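 further: 100% = response to 3 µM Δ7-dafachronic acid high control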
# Rev-erbA mod: Rev-erb alpha (human) modulation | P20393 | Rev-erbα–FITC-DNA binding, fluorescence polarization, 90 min | activity, % at 10 µM | actives 0.79% (n = 370,000);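 active means activity above about 14%, limit read from the data; passing the limit was not always enough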;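 further: 0% = DMSO wells with 35 nM protein and 100% = DMSO wells with 750 nM protein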
# GAA850 FXN act: activators of GAA850 frataxin (FXN) promoter | HEK293 lucGAA850 FXN promoter luciferase reporter, 24 h; percent of 10 µM SAHA response | activation, % at 6 µM | actives 0.56% (n = 360,000) | AID 540364;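 active means activation above the average of all compounds screened plus 3 SD, cutoff fixed separately per campaign, cut at about 7.5% in these data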;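 further: 0% = DMSO wells and 100% = 10 µM SAHA wells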
# ssDAF12 agonist: activates DAF-12 receptor from parasite S. stercoralis. HEK293 ssDAF-12/GRIP1 lit1-tk-luc reporter, luminescence; % of 3 µM dafachronic acid response. activation, % at 6.8 µM. actives 1% (n = 370,000);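 active means activation above the mean over all tested compounds plus 3 SD, cut at about 0.9% in these data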;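 further: 0% = DMSO-only wells and 100% = 3 µM delta7-dafachronic acid wells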
# DAX1 inh-1: blocks DAX1 repression of SF-1 activated StAR promoter; inhibition, % at 6.8 µM; AID 652010; actives 1.1% (n = 370,000); HEK293T StAR-luciferase reporter, SF-1/DAX-1 repression relief;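 active means inhibition above the mean over all tested compounds plus 3 SD, cut at about 3.6% in these data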;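 further: 0% = DAX-1 cells with DMSO and 100% = cells lacking DAX-1 with DMSO; higher inhibition means more luminescence from relief of DAX-1 repression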
# PG9 binder: small molecules binding HIV-1 gp120 antibody PG9 | TR-FRET gp120-PG9 antibody binding | inhibition, % at 6.7 µM | actives 0.43% (n = 360,000) | AID 624416; in the data active means inhibition above about 8.5%
# HGIII-sPLA2 inh: Blocks human group III sPLA2 activity; Q9NZ20; inhibition, % at 12.2 µM; QFRET BODIPY PC-A2 liposome hydrolysis, fluorescence; AID 743126; actives 0.56% (n = 370,000);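 active means inhibition above mean plus 3 SD of compounds lying within the high and low control bounds, cut at about 19% in these data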;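 further: 0% = median of test compound wells and 100% = no enzyme DMSO wells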
# Target sequence (Q9NZ20 whole entry, looked up): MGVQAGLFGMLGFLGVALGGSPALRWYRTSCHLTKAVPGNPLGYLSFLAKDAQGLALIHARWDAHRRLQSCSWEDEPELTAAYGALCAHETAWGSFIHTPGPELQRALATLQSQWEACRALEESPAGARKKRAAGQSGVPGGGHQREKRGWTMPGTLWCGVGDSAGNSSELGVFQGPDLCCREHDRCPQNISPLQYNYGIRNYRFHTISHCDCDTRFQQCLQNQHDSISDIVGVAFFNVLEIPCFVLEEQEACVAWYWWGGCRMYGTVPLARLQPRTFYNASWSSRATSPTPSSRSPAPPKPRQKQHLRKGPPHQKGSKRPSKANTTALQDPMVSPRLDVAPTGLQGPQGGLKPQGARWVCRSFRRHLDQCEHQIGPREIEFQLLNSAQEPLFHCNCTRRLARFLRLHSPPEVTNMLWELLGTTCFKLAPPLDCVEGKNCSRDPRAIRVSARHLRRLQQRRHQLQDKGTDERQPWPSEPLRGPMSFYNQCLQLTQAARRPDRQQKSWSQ
# PLC-beta3 inh: PLC-beta3 (human) inhibition, primary screen. actives 0.18% (n = 370,000). Purified PLC-beta3, fluorogenic substrate, fluorescence. inhibition, % at 12.2 µM; in the data active means inhibition above about 11%;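 further: 0% = median of compound wells on plate and 100% = full blocker control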
# DAX1 inh-2: inhibitors of human orphan nuclear receptor DAX1 (NR0B1); P51843; HEK293 Gal4-DAX1 luciferase reporter, luminescence; AID 504766; inhibition, % at 6.75 µM; actives 0.99% (n = 340,000);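 active means inhibition above the mean over all tested compounds plus 3 SD, cut at about 4.2% in these data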;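 further: 0% = DAX1-transfected cells with DMSO and 100% = empty-vector control cells with DMSO; inhibition shows as a rise in luminescence from relieved DAX1 repression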
# Target sequence (P51843 207-470 limits assumed): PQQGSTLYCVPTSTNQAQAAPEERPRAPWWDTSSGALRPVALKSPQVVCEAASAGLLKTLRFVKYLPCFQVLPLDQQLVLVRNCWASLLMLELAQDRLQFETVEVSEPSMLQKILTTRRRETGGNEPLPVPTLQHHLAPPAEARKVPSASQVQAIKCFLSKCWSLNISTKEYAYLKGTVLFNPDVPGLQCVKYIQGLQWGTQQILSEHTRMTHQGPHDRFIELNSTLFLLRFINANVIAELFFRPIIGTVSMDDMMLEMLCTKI
# hgDAF12 agonist: agonists of H. glycines DAF-12 nuclear receptor. HEK293 GAL4-hgDAF12 UAS-luciferase reporter, agonist luminescence; normalized to butyrate control. activation, % at 6.8 µM. actives 1.8% (n = 370,000). AID 687014;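 active means activation above a cutoff set at the mean of all screened compounds plus 3 SD, cut at about 10% in these data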;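 further: 0% = DMSO wells and 100% = sodium butyrate wells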
# * = called active by the depositor; i = inactive; . = not tested or not shown.
SMILES	SMARCA2 act	hcDAF-12 act	Rev-erbA mod	GAA850 FXN act	ssDAF12 agonist	DAX1 inh-1	PG9 binder	HGIII-sPLA2 inh	PLC-beta3 inh	DAX1 inh-2	hgDAF12 agonist
O=C(Cc1cccc(NC(=O)C2CCCN(C(=O)C3CCCC3)C2)c1)Nc1ccc(C(=O)N2CCOCC2)cc1 (configuration not stated)	-2	-0.2	-3	0.0	-1.0	1.4	-2.2	7	3	2.7	-0.5
CCS(=O)(=O)c1ccc2oc(SCC(=O)NCCc3ccccc3)nc2c1	7	-0.7	-1	1.1	-1.7	-1.3	0.1	-2	-4	-0.5	-2.8
COc1ccc(S(=O)CC(=O)Nc2ccc(Cl)cc2Cl)cc1 (configuration not stated)	4	-1.2	1	1.3	-1.2	-0.4	-2.4	-5	4	0.2	-0.9
CC(CCN1C(Nc2ccccc2)=NC[C@@H]1C)c1ccccc1 (some centres not stated)	-2	-2.0	-5	0.2	-1.2	-0.1	-1.1	6	-2	-0.5	-0.2
COc1ccc(-n2c(Cc3cccn3C)nnc2SCC(=O)Nc2cccc(C)c2C)cc1	-2	0.0	2	-0.2	-1.0	-0.2	-1.2	-25	-4	3.6	-1.4
CCOC(=O)N1CCN(C(=O)COc2ccccc2OC)CC1	1	-0.9	5	0.3	-1.4	0.3	-0.1	3	2	-0.7	0.5
COc1ccc(Cn2cc(CN3CCS(=O)(=O)N(Cc4ccc(-c5cccc(Cl)c5)cc4)C(C)C3=O)nn2)cc1 (configuration not stated)	-6	-1.4	2	1.2	-1.1	-1.4	0.9	-28	-4	-1.4	0.4
COCCNC(=O)C1CCCN(C(=O)Cc2ccc(F)cc2)CC1 (configuration not stated)	4	-0.2	0	0.4	-0.8	-0.4	-1.7	-1	3	.	0.4

# As entered above.
# COc1ccc(Cn2cc(CN3CCS(=O)(=O)N(Cc4ccc(-c5cccc(Cl)c5)cc4)C(C)C3=O)nn2)cc1 (configuration not stated) in GAA850 FXN act = 1.2
# CC(CCN1C(Nc2ccccc2)=NC[C@@H]1C)c1ccccc1 (some centres not stated) in ssDAF12 agonist = -1.2

# (next part)
SMILES	SMARCA2 act	hcDAF-12 act	Rev-erbA mod	GAA850 FXN act	ssDAF12 agonist	DAX1 inh-1	PG9 binder	HGIII-sPLA2 inh	PLC-beta3 inh	DAX1 inh-2	hgDAF12 agonist
CCOc1ccc(NC(=O)C2CC=CCC2C(=O)O)cc1 (configuration not stated)	3	-0.2	-5	0.2	-1.2	0.3	-1.6	5	2	-0.6	-0.8
O=c1c2cc(N3CCOCC3)ccc2[nH]c(=S)n1CCCN1CCCC1	-1	-0.8	-10	0.8	-1.4	0.5	-0.1	-3	i	0.2	3.3
CCOC(=O)c1[nH]c(CSc2nnc(-c3ccc(OC)cc3)o2)c(C(=O)OCC)c1C	-1	-2.0	18	1.4	-1.2	0.3	-0.4	-4	-4	0.5	2.0
COc1cccc(COc2cc3ccccc3nc2C)c1	-5	-2.5	-5	-5.6	-2.5	-2.5	1.6	-11	-5	-4.0	-6.2
O=C(COC(=O)c1cc([N+](=O)[O-])ccc1NCc1ccccc1Cl)NCC(F)(F)F	-3	2.4	0	-0.8	-1.4	-0.1	-1.7	17	-2	-0.7	0.0
CN(C)CCNC(=O)c1cccc2nc3c(ccc4ccccc43)nc12	19*	2.8	-6	5.5	-0.5	-7.3	-12	7	-201	-0.9	-5.0
O=C(CN1CCCC1)Nc1c(Cl)cccc1Cl	2	-0.1	-10	1.5	-1.7	0.2	-1.8	-1	-3	-0.5	0.8
Cc1cccc(NC(=O)COc2ccc(Br)cc2/C=N/O)c1	2	5.1	-5	5.4	-0.2	2.9	-2.0	-17	0	1.1	15*
Fc1ccc(CN2C3=NCCN3c3ccccc32)cc1	1	-0.7	3	-1.7	-0.9	-0.4	-2.2	-4	-3	3.9	-0.6
C=CCC[C@@H](Cc1ccc(F)cc1)C(=O)OC[C@@H]1CCCN1C(=O)[C@@H](CC=C)CC(=O)N[C@@H](CO)Cc1ccccc1	-2	-1.7	-5	-2.5	-1.5	-0.8	-0.7	-28	5	2.2	0.2
CN(CCc1ccccc1)C(=O)c1ccc(NC(=O)Cc2cccc(NC(=O)C3CCN(C(=O)C4CC4)CC3)c2)cc1	-4	-0.4	5	0.9	-0.6	2.1	0.7	-17	4	-1.3	1.2
O=C(O)c1ccccc1/C=N/Nc1nc(N2CCCCC2)nc(N2CCCCC2)n1	-2	0.1	1	.	-1.4	0.9	0.7	0	-1	.	4.8
CN(CCc1ccccn1)C(=O)CCC1CCCN(C(=O)c2cccc(N(C)C)c2)C1 (configuration not stated)	-2	-1.8	-4	-1.9	-0.7	0.7	-2.7	3	-58	0.2	2.0
CN(CCc1ccccc1)C(=O)c1cccc(NC(=O)Cc2cccc(NC(=O)C3CCCN(C(=O)CCc4ccccc4)C3)c2)c1 (configuration not stated)	-6	-4.3	5	-2.6	-2.2	-4.0	-2.7	-35	-3	-3.4	-5.2
Cc1ccc(C)c(NC(=O)CN(C)C(=O)c2ccccn2)c1	-2	0.7	-6	-0.1	-0.9	-1.5	0.0	5	-4	1.7	1.2
O=C(O)c1ccc(CSc2nnc(Cc3ccccc3)o2)cc1	0	0.0	-2	0.9	-2.1	0.2	-0.9	2	1	0.4	-1.1
CC(CC(=O)O)CC(=O)Nc1cc(C(F)(F)F)cc(C(F)(F)F)c1 (configuration not stated)	2	-0.1	-4	0.3	-1.6	-0.2	-1.4	2	-3	4.1	3.4
O=C(Nc1c2c(nn1-c1ccc(F)cc1)CS(=O)C2)c1ccco1 (configuration not stated)	-3	1.5	-4	2.7	-0.9	-0.3	-0.4	5	-12	0.9	-0.1
N#Cc1c2ccccc2nc2ccccc12	-4	-0.9	-4	1.9	-0.7	-0.7	-4.8	11	-39	-0.7	-0.9
CN(C)S(=O)(=O)c1ccc(C(=O)Oc2cc(=O)[nH]c3ccccc23)cc1	-2	3.6	-10	-0.2	-0.3	-0.2	-3.0	-1	-2	1.4	4.5
Cc1nc(-c2ccccc2)cn2c1nc1ccccc12	0	1.0	2	0.2	-0.3	-1.0	-1.6	2	-414	0.8	2.0
COc1ccc(CNC(=O)c2sc(=O)n(Cc3cc(Cl)ccc3OC)c2C)cc1	-2	-2.4	5	-1.7	-1.7	-0.5	-3.7	0	-1	.	-2.3
CNC(=S)N1C2CCCC1CC(NC(=O)c1ccc(F)cc1)C2 (configuration not stated)	-3	-2.9	6	1.5	-1.4	-0.3	-0.2	10	-6	-0.8	0.1
CCN(CC)C(NC(=O)c1ccccc1)C(=O)c1ccccc1 (configuration not stated)	2	1.8	2	1.6	0.4	0.6	-1.4	0	-2	1.6	0.7
CC(C)CC(NC(=O)OCc1ccccc1)C(=O)NC(Cc1ccccc1)C(=O)CCl (configuration not stated)	1	-1.6	-6	3.9	-1.1	-0.7	-0.5	-15	-1	-0.1	-2.2
O=C1/C(=N\S(=O)(=O)c2cccs2)C([n+]2ccc(CCCc3ccccc3)cc2)=C([O-])c2ccccc21	2	-0.5	2	-0.3	-1.6	-0.9	0.5	3	-4	.	-3.8
Cc1cc(C)n2cc(CSc3nncn3C)nc2n1	-3	-1.1	-4	1.6	-1.4	0.7	-3.9	5	-106	0.1	-1.2
COc1ccc(/C=N/Nc2cc(OC)ncn2)cc1	3	9.2*	2	4.2	2.2*	6.5*	-0.9	0	3	-1.4	14*
COc1ccc(NC(=O)N(C)C[C@H]2Oc3ccc(NC(=O)Nc4c(C)noc4C)cc3C(=O)N([C@H](C)CO)C[C@@H]2C)cc1	-3	-1.3	5	0.1	-0.8	0.6	0.4	1	0	0.4	2.8
COc1ccc(CCN2CC(C(=O)N(C)Cc3ccc4nsnc4c3)CCC2=O)cc1 (configuration not stated)	3	-1.2	-8	0.2	-1.0	-0.4	-2.3	1	-4	-0.5	-1.4
O=C(Cc1ccc(NC(=O)C2CCCN(C(=O)C3CCCCC3)C2)cc1)Nc1cccc(C(=O)N2CCCCC2)c1 (configuration not stated)	-3	0.7	-5	-1.1	-1.4	-1.4	0.4	-3	-4	1.2	1.2
Nc1sc(-c2ccccc2)cc1C(=O)N1CCNCC1	3	3.9	13	.	-0.4	0.1	-2.6	-2	-12	.	-0.6
CC(C)n1c(=O)c2ccccc2n1Cc1cn(C2CCCC2)nn1	-1	0.4	-6	.	-0.5	0.2	0.3	10	-53	.	-0.7
COc1ccc(-c2cc(C(=O)Nc3c(C)nn(Cc4ccccc4Cl)c3C)no2)cc1	2	-1.1	-9	1.4	-1.6	0.1	-1.4	-1	2	-0.6	-0.4
C[C@H]1COc2cc(Br)ccc2S(=O)(=O)N1Cc1cn(Cc2ccccc2)nn1	-1	-0.6	-7	.	-1.8	0.6	.	-1	2	.	0.0
COc1ccccc1N1CCN(C2CCCN(C(=O)c3ccnc4ccc(C)cc34)C2)CC1 (configuration not stated)	-1	-0.1	-1	1.4	-0.3	1.5	-1.3	-3	-9	0.3	1.8
O=S(=O)(CS(=O)(=O)c1ccccc1)c1ccccc1	4	-1.1	0	-0.6	0.3	-0.5	2.8	8	6	1.0	-0.3
O=[N+]([O-])c1cccc(C=NNc2ccc3ccccc3n2)c1O	-4	2.2	3	-11	-0.5	-1.0	-3.0	0	-4	-3.7	-4.2
O=C(C[n+]1cccc(NC(=O)c2ccccc2)c1)c1ccccc1	1	2.3	4	1.1	-0.1	-0.4	-0.8	-5	-6	-0.2	-0.2
O=C(NCCC1=CCCCC1)C1CC(=O)N(Cc2ccccc2)C1 (configuration not stated)	-1	0.3	5	0.1	-1.2	0.3	-0.7	-4	-8	-0.1	0.7
CCC(=O)c1ccc(OCC(=O)Nc2nc(-c3cccnc3)cs2)cc1	-3	2.7	-25	-2.7	-0.2	1.5	8.4	-7	-25	-1.9	2.0
COc1ccc(C(=O)Nc2ccc(S(=O)(=O)NCc3ccco3)cc2)cc1OC	-2	-0.5	-3	0.5	-1.8	-0.2	0.1	-23	0	1.1	-3.7
Cc1cc(C)cc([C@H]2C[C@]34CN(C(=O)OC(C)(C)C)S(=O)(=O)[C@H]3C[C@H]2O4)c1	1	-0.9	0	.	-0.9	-0.2	0.8	5	1	.	0.0
O=C(CSc1nnc(Cc2ccccc2)n1-c1ccc(Cl)cc1)N1CCOCC1	2	-2.0	1	1.3	-1.0	0.2	1.4	1	0	-0.7	-0.2
CCN(C(=O)c1ccc(S(=O)(=O)N2CCCCC2)cc1)C1CCS(=O)(=O)C1 (configuration not stated)	-2	-0.7	3	0.2	-1.0	-0.3	0.3	3	-11	-0.5	-1.7
COCCOc1ccc(C(F)(F)F)cc1NC(=O)COC(=O)c1ccc(N2CCCC2=O)cc1	-1	0.5	2	0.4	-1.3	0.3	0.9	2	-1	1.4	-0.1
CCC(Sc1nc(C)cc(=O)[nH]1)C(=O)Nc1sc2c(c1C#N)CCCC2 (configuration not stated)	-3	-2.6	4	2.7	-1.5	0.3	0.1	-4	-4	-1.4	1.9
